High-throughput results (PubChem)
SUMO1 PPI mod = modulators of SUMO1 protein-protein interactions, primary screen, biochemical, uHTS. Small ubiquitin-related modifier 1 (Homo sapiens), P63165. SUMO1 binding to a labelled peptide, TR-FRET, 1 h. inhibition, % at 20 µM. actives 0.33% (n = 360,000); in the data active = inhibition above about 37%
Target sequence (P63165 whole entry, looked up): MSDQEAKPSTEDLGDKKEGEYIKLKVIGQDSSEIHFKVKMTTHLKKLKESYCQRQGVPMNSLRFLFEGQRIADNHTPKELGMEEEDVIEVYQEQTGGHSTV
DNMT1 block = human DNMT1 methyltransferase inhibitors, primary screen, biochemical, molecular beacon, fluorescence, HinP1I cleavage, uHTS. DNA (cytosine-5)-methyltransferase 1 (Homo sapiens), P26358. inhibition (reported as % activation of signal), % at 10 µM. actives 0.83% (n = 360,000); in the data active = inhibition above about 50%
MT1-MMP act inh = blockers of MT1-MMP proenzyme processing, primary screen, HT1080 RFP-PRO-GFP cells, GFP/RFP fluorescence; GFP/RFP ratio fluorescence, overnight; percent of plate control window, DMSO zero; actives 0.061% (n = 360,000); GFP/RFP ratio change, % at 20 µM;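 active = GFP/RFP ratio change of at least 30% with cell ATP level not reduced by more than half and red fluorescence within 50% of control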; note: strong numbers were not always called active
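Read-out: GFP/RFP fluorescence ratio; Test system: RFP-PRO-GFP reporter HT1080 cells; Compound dosing: single-point 20 µM compound, 1% DMSO; Times: overnight compound exposure at 37 °C.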
STEP block = STEP phosphatase inhibitors, primary screen, biochemical, fluorescence intensity, uHTS; inhibition, % at 20 µM; AID 588621, 2011; recombinant STEP, OMFP fluorogenic substrate; actives 0.25% (n = 360,000);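 active = inhibition at 20 µM, scaled per plate between control wells, above about 37%, limit read from the data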;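 note: 0% = DMSO with enzyme and substrate and 100% = substrate only without enzyme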
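Assay system: isolated STEP enzyme. Buffer or medium: pH 6.0 Bis-Tris with DTT and Tween 20. Also added: fluorogenic phosphatase substrate OMFP at 25 µM final. Dosing: 20 µM, 1% DMSO. Timing: 20 min reaction, room temperature, in the dark. Measured by: fluorescence intensity, excitation 480 nm, emission 540 nm. Evaluation: normalized % inhibition.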
SKN-1 block = suppressors of acrylamide-induced Pgst-4::GFP reporter in worms, primary screen, SKN-1 inhibitor project, whole organism, uHTS, GFP/RFP fluorescence ratio, strain VP596. C. elegans VP596 Pgst-4::GFP/RFP ratio, 24 h. inhibition, % at 21.8 µM. actives 0.49% (n = 360,000);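 active = interference check ratio from 0.5 to 1.5 plus GFP to RFP signal ratio inhibition reaching or exceeding a fixed threshold, cut at about 30% in these data, passing the limit was not always enough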; note: some compounds called inactive have numbers as strong as hits
NadD block = inhibitors of S. aureus NadD, primary screen, biochemical, colorimetric, uHTS | Nicotinate-nucleotide adenylyltransferase NadD (Staphylococcus aureus N315) | purified NadD enzyme, colorimetric absorbance read-out | inhibition, % at 20 µM | actives 0.78% (n = 360,000) | AID 602399, 2012; in the data active = inhibition above about 26%; note: some compounds past the cut are filed as inactive
Scp1 inh = Scp-1 phosphatase inhibitors, primary screen, biochemical, colorimetric, uHTS; inhibition, % at 20 µM; Recombinant Scp1, phosphopeptide, malachite green phosphate absorbance; Carboxy-terminal domain RNA polymerase II polypeptide A small phosphatase 1 (Homo …; AID 493091, 2011; actives 0.88% (n = 340,000);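 active = inhibition above about 50% at 20 µM, limit read from the data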;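 note: plate controls were DMSO wells with enzyme for no effect and wells lacking enzyme for full effect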
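System: truncated SCP-1 phosphatase (76-261aa); medium: Tris acetate buffer pH 5.5 with MgCl2 and Tween-20; incubation: 45 min room-temperature reaction, 5 min colour, 30 min stabiliser; compound: single 20 µM dose, 1% DMSO; reagent: Phosphorylated 17-residue peptide substrate; read-out: % inhibition at 20 µM; technique: colorimetric free-phosphate detection, absorbance 630 nm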
LMPTP inh = LMPTP phosphatase inhibitors, primary screen, biochemical, fluorescence intensity, uHTS; actives 0.22% (n = 360,000); recombinant LMPTP-A, OMFP fluorogenic substrate; Low molecular weight phosphotyrosine protein phosphatase (Homo sapiens), P24666; inhibition, % at 20 µM; AID 651560, 2012;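 active = compounds that cut the enzyme signal by at least half of the control window in the single-dose screen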;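 note: plate controls were DMSO wells with enzyme plus substrate for no effect and substrate without enzyme for full effect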
Target sequence (P24666 whole entry, looked up): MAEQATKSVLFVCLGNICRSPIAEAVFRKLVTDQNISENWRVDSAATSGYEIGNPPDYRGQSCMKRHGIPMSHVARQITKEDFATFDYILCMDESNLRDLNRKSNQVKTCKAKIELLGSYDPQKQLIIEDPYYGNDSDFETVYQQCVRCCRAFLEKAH
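material = LMPTP-A | quantity = 0.625 nM enzyme | reagent = OMFP substrate, 400 µM final | buffer or medium = Bis-Tris pH 6.0, DTT, detergent | detection = endpoint fluorescence intensity from OMFP dephosphorylation | dosing = single 20 µM dose | read-out basis = % inhibition relative to no-enzyme and uninhibited control wells | control set = no-enzyme and uninhibited controls | timing = 50 min at room temperature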
CendR NRP1 mod = modulators of CendR peptide binding to NRP-1, primary screen, biochemical, fluorescence polarization, uHTS; AID 602438, 2012; FAM-RPARPAR peptide binding to NRP-1; actives 0.85% (n = 360,000); inhibition, % at 25 µM;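 active = inhibition or corrected inhibition above about 18%, plus a signal ratio from 0.5 to 1.5, limit read from the data, passing the limit was not always enough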; note: strong numbers were not always called active
Rpn11 block = Rpn11 (PSMD14) deubiquitinase inhibitors, primary screen, biochemical, fluorescence polarization, uHTS. calls only at 20 µM. actives 0.59% (n = 360,000). human 26S proteasome, Ub4-pepOG fluorescence polarization; 20S core pre-blocked with epoxomicin. 26S proteasome non-ATPase regulatory subunit 14 (Homo sapiens), O00487;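 active = inhibition at 20 µM, scaled to each plate's controls, above about 33%, limit read from the data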
Target sequence (O00487 whole entry, looked up): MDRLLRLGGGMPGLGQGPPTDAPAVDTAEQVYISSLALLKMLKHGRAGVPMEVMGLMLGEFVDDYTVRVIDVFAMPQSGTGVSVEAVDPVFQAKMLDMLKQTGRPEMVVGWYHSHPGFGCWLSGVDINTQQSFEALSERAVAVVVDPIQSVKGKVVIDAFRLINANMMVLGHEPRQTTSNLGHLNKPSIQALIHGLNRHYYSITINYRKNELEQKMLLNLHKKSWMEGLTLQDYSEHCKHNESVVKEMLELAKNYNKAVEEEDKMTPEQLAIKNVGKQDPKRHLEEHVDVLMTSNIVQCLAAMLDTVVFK
* hit, by the source's call; i = inactive; . = not tested or not shown.

SMILES	SUMO1 PPI mod	DNMT1 block	MT1-MMP act inh	STEP block	SKN-1 block	NadD block	Scp1 inh	LMPTP inh	CendR NRP1 mod	Rpn11 block
COC(=O)CC1SC(=O)NC1=Nc1ccc(OC)cc1 (configuration not stated)	1.5	1.5	-0.8	1.9	19.8	-1.2	-4.8	-0.1	-5.6	i
Cc1ccc(S(=O)(=O)Nc2ccccc2C(=O)NCc2cccnc2)cc1	2.0	0.9	1.4	-1.2	3.1	1.3	-4.2	-1.1	12.4	i
NC(=O)c1nsc(C(=O)N(Cc2ccc(F)cc2)C(C(=O)NC2CCCC2)c2ccco2)c1N (configuration not stated)	-5.5	-2.5	-2.4	0.1	-10.3	-5.7	-1.8	1.0	-6.8	i
O=C(CCc1nc(-c2ccccc2)no1)Nc1cccnc1	-1.8	-3.8	-3.1	-1.9	22.6	2.6	-5.5	-0.2	3.3	i
CCCC(C)NC(=O)CSCc1ccc(OC)cc1 (configuration not stated)	18.1	3.5	-9.1	-2.2	14.6	-0.2	-10.4	2.4	-7.7	i
Cc1ccccc1NC(=O)NCCCN1CCN(C2CCCCC2)CC1	-0.5	3.1	5.8	-1.5	-18.2	-3.5	-2.2	-3.5	-0.3	i
CCn1c(SCC(=O)Nc2sc(C)c(C)c2C#N)nnc1C(C)C	0.2	2.0	-11.0	2.8	-8.9	1.6	-4.2	0.2	-10.3	i
CCOC(=O)CCc1nn(C)c(=O)c2ccccc12	-0.9	2.6	-1.4	-2.9	-4.5	-2.1	-8.7	-0.8	-2.2	i
COc1ccc(NC(=S)N2CCN(S(=O)(=O)c3ccc(F)cc3)CC2)cc1	-3.5	0.9	1.6	4.1	3.3	-5.6	0.4	2.2	9.4	i
O=C1c2ccccc2C(Nc2cccnc2)N1Cc1ccccc1 (configuration not stated)	-0.9	4.9	0.2	-3.5	9.0	2.9	-11.2	0.7	-2.9	i
CCOC(=O)c1ccc(NC(=O)Cn2c(-c3nonc3N)nc3ccccc32)cc1	4.0	3.8	0.1	-3.4	-2.0	8.1	-23.9	1.8	-14.3	i
COc1ccc2c(c1)C(SCC(=O)NCc1ccccc1)CC(C)(C)O2 (configuration not stated)	5.1	1.3	.	1.2	-1.5	1.5	-6.9	-0.4	-10.3	i
O=C(CC1Sc2ccccc2NC1=O)c1ccc(Br)cc1 (configuration not stated)	-2.1	6.4	-2.1	-0.4	6.3	-4.6	-7.6	-1.1	-12.3	i
CCCNS(=O)(=O)c1ccc(NC(=O)c2ccccn2)cc1	-0.8	1.7	4.5	-3.1	3.4	-6.6	-1.8	0.0	5.3	i
Cc1noc(C)c1NC(=O)Nc1ccc2c(c1)C(=O)N([C@H](C)CO)C[C@H](C)[C@@H](CN(C)C(=O)Nc1c(C)noc1C)O2	-0.2	-6.3	-0.7	0.7	7.3	2.1	-8.2	-1.6	4.4	i
CC1(C(=O)NCc2cccnc2)CCN1C(=O)c1cccc(F)c1 (configuration not stated)	1.3	-0.5	-1.9	-1.8	0.5	-5.5	.	-2.0	-5.8	i
CC(C)CN(C(=O)CCCc1nc2ccccc2c(=O)[nH]1)c1c(N)n(Cc2ccccc2)c(=O)[nH]c1=O	3.5	0.4	3.1	-0.3	10.0	8.2	10.0	-0.9	2.1	i
CCOC(=O)C(C)c1ccc2cc(OC)ccc2c1 (configuration not stated)	-1.2	0.1	-4.5	4.4	-2.3	-3.6	-13.2	3.0	-11.5	i
Cc1cc(C(=O)COC(=O)CNS(=O)(=O)c2ccc3ccccc3c2)c(C)n1-c1ccccc1	0.6	-8.2	0.9	-1.2	-5.9	0.3	40.2	4.3	9.9	i
COc1cc(C(=S)N2CCOCC2)ccc1OC(=O)c1ccc(Br)cc1	5.7	-1.6	-1.5	-0.5	-7.9	-2.2	-7.5	2.4	3.5	i

Continued (3 carried over from the part before).
SMILES	SUMO1 PPI mod	DNMT1 block	MT1-MMP act inh	STEP block	SKN-1 block	NadD block	Scp1 inh	LMPTP inh	CendR NRP1 mod	Rpn11 block
CCOC(=O)C(C)c1ccc2cc(OC)ccc2c1 (configuration not stated)	-1.2	0.1	-4.5	4.4	-2.3	-3.6	-13.2	3.0	-11.5	i
Cc1cc(C(=O)COC(=O)CNS(=O)(=O)c2ccc3ccccc3c2)c(C)n1-c1ccccc1	0.6	-8.2	0.9	-1.2	-5.9	0.3	40.2	4.3	9.9	i
COc1cc(C(=S)N2CCOCC2)ccc1OC(=O)c1ccc(Br)cc1	5.7	-1.6	-1.5	-0.5	-7.9	-2.2	-7.5	2.4	3.5	i
COc1ccc(CCC(C)NCC(C)c2ccccc2)cc1 (configuration not stated)	0.9	3.5	-3.9	1.9	27.9	-3.4	-1.8	-0.1	-0.3	i
COc1cccc(OC)c1OCCCOc1c(OC)cccc1OC	1.5	0.2	-8.0	1.9	4.6	-2.9	-1.8	1.1	4.1	i
O=C(Cc1cccs1)NCc1ccncc1	-2.0	1.3	1.1	-3.5	-3.5	-1.5	-7.7	-1.2	-8.1	i
O=C(CCCN1C(=O)NC2(CCCC2)C1=O)NCc1ccccc1	1.9	2.1	-2.0	-2.3	-7.5	1.9	-6.8	-1.1	8.8	i

Copied from the list:
`O=C(CCCN1C(=O)NC2(CCCC2)C1=O)NCc1ccccc1` in Scp1 inh shows -6.8
`O=C(Cc1cccs1)NCc1ccncc1` in CendR NRP1 mod shows -8.1
`COc1ccc(CCC(C)NCC(C)c2ccccc2)cc1` (configuration not stated) in LMPTP inh shows -0.1
